# STEP block = STEP phosphatase inhibitors, primary screen, biochemical, fluorescence intensity, uHTS; Tyrosine-protein phosphatase non-receptor type 5 (Homo sapiens), P54829; inhibition, % at 20 µM; 360,000 tested, 0.25% active; recombinant STEP, OMFP fluorogenic substrate;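 active = inhibition at 20 µM, scaled per plate between control wells, above about 37%, limit read from the data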;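 also: 0% = DMSO with enzyme and substrate and 100% = substrate only without enzyme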
# Target sequence (P54829 whole entry, looked up): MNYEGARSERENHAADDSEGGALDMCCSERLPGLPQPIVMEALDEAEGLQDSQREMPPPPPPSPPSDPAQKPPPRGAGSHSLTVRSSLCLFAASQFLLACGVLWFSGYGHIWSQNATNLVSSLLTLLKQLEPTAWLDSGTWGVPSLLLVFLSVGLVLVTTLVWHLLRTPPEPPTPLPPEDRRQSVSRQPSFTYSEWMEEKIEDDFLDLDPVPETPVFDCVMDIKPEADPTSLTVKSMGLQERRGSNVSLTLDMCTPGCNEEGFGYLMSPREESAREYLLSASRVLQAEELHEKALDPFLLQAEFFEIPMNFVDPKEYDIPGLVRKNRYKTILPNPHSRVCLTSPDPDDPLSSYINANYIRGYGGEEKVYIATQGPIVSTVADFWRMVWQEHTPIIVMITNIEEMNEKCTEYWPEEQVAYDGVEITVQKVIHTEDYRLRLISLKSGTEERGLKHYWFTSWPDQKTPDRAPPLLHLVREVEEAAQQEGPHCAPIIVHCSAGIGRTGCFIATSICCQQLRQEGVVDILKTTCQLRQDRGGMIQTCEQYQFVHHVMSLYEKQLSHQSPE
#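 Assay system: isolated STEP enzyme / Timing: 20 min at room temperature, dark / Doses: 20 µM, 1% DMSO / Technique: fluorescence intensity, excitation 480 nm, emission 540 nm / Reagent: fluorogenic phosphatase substrate OMFP at 25 µM final / Measure: percent inhibition scaled to no-enzyme and uninhibited-enzyme controls, plate-pattern corrected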
# NadD inh = inhibitors of S. aureus NadD, primary screen, biochemical, colorimetric, uHTS. Nicotinate-nucleotide adenylyltransferase NadD (Staphylococcus aureus N315). purified NadD enzyme, colorimetric absorbance read-out. inhibition, % at 20 µM. 360,000 tested, 0.78% active; in the data active = inhibition above about 26%; also: some compounds past the cut are filed as inactive
# Neddyl block = inhibitors of cullin neddylation, primary screen, biochemical, TR-FRET, uHTS, NAE and Ubc12 | NEDD8-conjugating enzyme Ubc12 (Homo sapiens) + NEDD8-activating enzyme E1 regulatory … | calls only at 25 µM | 360,000 tested, 0.58% active | AID 651699, 2012; in the data active = inhibition above about 36%
# Rin1 Abl inh = inhibitors of Rin1-Abl protein binding, primary screen, biochemical, TR-FRET; Tyrosine-protein kinase ABL1 (Homo sapiens) + Ras and Rab interactor 1 (Homo sapiens), …; 360,000 tested, 0.4% active; AID 588664, 2011; inhibition, % at 7.35 µM; in the data active = inhibition above about 5%, passing the limit was not always enough
# Rpn11 block = Rpn11 (PSMD14) deubiquitinase inhibitors, primary screen, biochemical, fluorescence polarization, uHTS. human 26S proteasome, Ub4-pepOG fluorescence polarization; 20S core pre-blocked with epoxomicin. 26S proteasome non-ATPase regulatory subunit 14 (Homo sapiens), O00487. 360,000 tested, 0.59% active. AID 588493, 2011. calls only at 20 µM;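 active = inhibition at 20 µM, scaled to each plate's controls, above about 33%, limit read from the data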
# Scp1 inh = Scp-1 phosphatase inhibitors, primary screen, biochemical, colorimetric, uHTS; Recombinant Scp1, phosphopeptide, malachite green phosphate absorbance; Carboxy-terminal domain RNA polymerase II polypeptide A small phosphatase 1 (Homo …; AID 493091, 2011; inhibition, % at 20 µM; 340,000 tested, 0.88% active;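 active = inhibition above about 50% at 20 µM, limit read from the data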;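 also: plate controls were DMSO wells with enzyme for no effect and wells lacking enzyme for full effect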
# Target sequence (Q9GZU7 76-261 limits assumed): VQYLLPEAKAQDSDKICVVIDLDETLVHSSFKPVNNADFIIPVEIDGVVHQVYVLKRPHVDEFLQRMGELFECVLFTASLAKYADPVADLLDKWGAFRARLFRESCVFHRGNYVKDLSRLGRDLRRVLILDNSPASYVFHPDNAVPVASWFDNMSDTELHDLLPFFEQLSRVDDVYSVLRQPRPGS
#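 Test system: SCP-1 phosphatase catalytic domain, residues 76-261; measured by: colorimetric phosphate reagent with accelerator and stabiliser, absorbance at 630 nm; timing: enzyme reaction 45 min at room temperature, colour 5 min, stabilisation 30 min; also added: Phosphorylated 17-residue peptide substrate; compound dosing: one concentration, 20 µM, with 1.0% DMSO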
# DNMT1 block = human DNMT1 methyltransferase inhibitors, primary screen, biochemical, molecular beacon, fluorescence, HinP1I cleavage, uHTS. inhibition (reported as % activation of signal), % at 10 µM. 360,000 tested, 0.83% active; in the data active = inhibition above about 50%
# CSN deneddyl inh = inhibitors of CSN-mediated cullin deneddylation, primary screen, biochemical, fluorescence polarization, uHTS; 360,000 tested, 0.38% active; inhibition, % at 12.5 µM; AID 651999, 2013; Purified CSN, SCF-Nedd8-OG deneddylation; COP9 signalosome complex subunit 5 (Homo sapiens), Q92905;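 active = pattern-corrected inhibition above about 35%, with an unprinted fluorescence ratio check between 0.5 and 1.5, limit read from the data, passing the limit was not always enough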;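 also: 0% = enzyme with substrate and 100% = substrate without enzyme; some results filed as inactive read as strong as hits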
# Target sequence (Q92905 whole entry, looked up, one chain of several): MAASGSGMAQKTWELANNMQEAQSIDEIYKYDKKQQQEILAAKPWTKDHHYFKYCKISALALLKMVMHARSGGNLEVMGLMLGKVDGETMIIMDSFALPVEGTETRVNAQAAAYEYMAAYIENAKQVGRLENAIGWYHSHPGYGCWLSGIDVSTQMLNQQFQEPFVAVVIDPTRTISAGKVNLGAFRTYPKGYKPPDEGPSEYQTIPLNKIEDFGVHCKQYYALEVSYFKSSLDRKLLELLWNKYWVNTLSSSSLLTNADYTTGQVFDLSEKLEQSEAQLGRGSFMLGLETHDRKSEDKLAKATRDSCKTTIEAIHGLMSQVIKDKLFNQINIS
#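 Schedule: reaction 90 min, room temperature / Assay system: HEK293T-derived human Csn5 enzyme / Input: Csn5 at 0.24 nM final / Measure: inhibition of Csn5 cleavage, % / Control set: substrate-only high control, full reaction low control / Technique: fluorescence polarization of the substrate / Buffer or medium: Tris/NaCl/DTT buffer, pH 7.5 / Reagent: SCFSkp2-Nedd8OG substrate at 10 nM final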
# SUMO1-SIM PPI = modulators of SUMO1 protein-protein interactions, primary screen, biochemical, uHTS; SUMO1 binding to a labelled peptide, TR-FRET, 1 h; 360,000 tested, 0.33% active; AID 602429, 2012; Small ubiquitin-related modifier 1 (Homo sapiens), P63165; inhibition, % at 20 µM; in the data active = inhibition above about 37%
# LMPTP inh = LMPTP phosphatase inhibitors, primary screen, biochemical, fluorescence intensity, uHTS | recombinant LMPTP-A, OMFP fluorogenic substrate | inhibition, % at 20 µM | 360,000 tested, 0.22% active;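 active = compounds that cut the enzyme signal by at least half of the control window in the single-dose screen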;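 also: plate controls were DMSO wells with enzyme plus substrate for no effect and substrate without enzyme for full effect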
#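 Material: LMPTP-A; amount: 0.625 nM enzyme; doses: single 20 µM dose; times: reaction 50 min, room temperature, dark; technique: fluorescence intensity of OMFP turnover product; benchmarks: no-enzyme and uninhibited controls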
# An asterisk follows results filed as active; i = inactive; / = no result given; + = active, no number.
# Start of the data: the first 2 compounds (preview)
SMILES	STEP block	NadD inh	Neddyl block	Rin1 Abl inh	Rpn11 block	Scp1 inh	DNMT1 block	CSN deneddyl inh	SUMO1-SIM PPI	LMPTP inh
COCC(C)NC(=O)/C(=C/c1ccccc1)c1ccccc1 (centres undefined)	1	-7	i	3	i	-1	4	8	-1	-2.2
CCOc1ccc(Br)cc1CNc1ccc2c(c1)OCCO2	3	-2	i	-4	i	-1	-3	-9	-3	2.2

# Results, from the first entry:
SMILES	STEP block	NadD inh	Neddyl block	Rin1 Abl inh	Rpn11 block	Scp1 inh	DNMT1 block	CSN deneddyl inh	SUMO1-SIM PPI	LMPTP inh
COCC(C)NC(=O)/C(=C/c1ccccc1)c1ccccc1 (centres undefined)	1	-7	i	3	i	-1	4	8	-1	-2.2
CCOc1ccc(Br)cc1CNc1ccc2c(c1)OCCO2	3	-2	i	-4	i	-1	-3	-9	-3	2.2
CCOc1nc(C)ccc1-c1noc(-c2ccco2)n1	0	-3	i	0	i	-3	-2	3	3	0.0
Cc1ccccc1Nc1scc(-c2ccc(Br)cc2)[n+]1-c1ccccc1C	4	12	i	2	i	8	2	8	4	3.1
O=C(NCc1ccccc1)c1ccc(Cl)c(NC2=NC3CS(=O)(=O)CC3S2)c1 (centres undefined)	-3	-6	i	2	i	2	5	-2	0	-2.1
Cn1c(N)c(C(=O)COC(=O)CCCc2c[nH]c3ccccc23)c(=O)n(C)c1=O	0	15	i	2	i	-3	-7	1	6	1.0
COc1cc(NC(=O)COc2ccccc2C)ccc1NC(=O)c1ccco1	-1	-7	+	1	i	-2	-4	7	1	1.7
CCn1c(SCC(=O)N2CCCC2=O)nnc1-c1cccs1	-2	6	i	1	i	-5	7	-2	1	-2.9
CN1CCN(Cc2nc3ccccc3c(=O)n2Cc2nc(-c3ccc([N+](=O)[O-])cc3)cs2)CC1	3	5	i	-4	i	0	-7	6	-21	2.9
N#C/C(=C\c1ccccc1C(F)(F)F)C(=O)Nc1ccccc1F	-3	12	i	-1	i	-8	-5	-8	-3	0.4
CCCOc1ccc(C(=O)NCCN2CCOCC2)cc1	1	0	i	0	i	-6	0	0	2	-0.5
CCOC(=O)COc1ccc([N+](=O)[O-])cc1	0	-3	i	-2	i	-6	1	-2	-8	-0.5
COc1ccccc1C(=O)Nc1ccc2c3c(cccc13)CC2	2	-5	i	-1	i	-7	-7	-16	-2	-1.1
O=C(/C=C/c1cccc(F)c1)N1CCN(c2ncccn2)CC1	4	-2	i	-2	i	0	3	-2	-3	0.0
Cc1ccc(NC(=O)COC(=O)c2cccc3c(=O)c(C)c(-c4ccccc4)oc23)cc1	-3	0	i	-1	i	-8	1	-1	2	-2.3
CC(C)c1ccc(NC(=O)CSc2nc(=O)n(CCCN3CCOCC3)c3c2CCCC3)cc1	2	7	i	-2	i	1	-3	0	-2	1.3
Nc1ncnc2c1ncn2[C@@H]1O[C@H](COP(=O)(O)O)[C@@H](O)[C@H]1O	-2	5	+	0	i	2	2	-1	1	-1.2
COc1cc2ccccc2cc1C(=O)OCc1nc2ccsc2c(=O)[nH]1	1	-1	i	1	i	-5	0	-3	-11	0.4
CCOc1ccccc1Nc1nnc(SCC(=O)N(C)C2CCS(=O)(=O)C2)s1 (centres undefined)	0	-4	i	5	i	-15	9	-4	-1	-1.2
COc1ccc(NC(=O)C2Cc3c(-c4ccc(NC(C)=O)cc4)ccnc3O2)cc1 (centres undefined)	2	-2	i	1	i	/	1	-3	6	-0.6
Nc1ncnc2c1ncn2CCNCCc1ccccc1	-5	8	i	1	i	4	4	-3	1	1.1
Cc1ccc(S(=O)(=O)Cn2nnnc2C(CC(C)C)N2CCN(c3ccccc3)CC2)cc1 (centres undefined)	-1	4	i	2	i	8	4	0	-3	3.1
O=c1oc2cc(O[C@@H]3OC[C@@H](O)[C@H](O)[C@H]3O)ccc2c2ccccc12	1	-3	/	0	i	-12	1	1	-6	0.2
COc1ccccc1NC(=O)C(C)N(C)CCOc1ccccc1 (centres undefined)	1	-4	i	0	i	-1	-1	-4	-2	-1.1
CS(=O)c1ccccc1COC(=O)Nc1cccc(Cl)c1 (centres undefined)	0	-6	i	2	i	-5	-3	-4	3	-0.8
CC(=O)Nc1ccc(S(=O)(=O)NCC(=O)OCC(=O)NC(=O)c2cccn2C)cc1	0	-7	i	-1	i	-9	-9	0	-3	0.0
COc1ccccc1Nc1nnc(Cc2ccccc2)c(=O)[nH]1	1	-4	i	1	i	-2	3	1	1	0.3
O=C(CCc1ccccc1)NC(c1cccs1)c1cc(Cl)c2cccnc2c1O (centres undefined)	1	17	i	1	i	-17	7	4	1	2.1
CN1CC2(Cc3c1ccc1ccccc31)C(=O)OC(C)(C)OC2=O	1	9	/	0	i	-4	-10	2	-7	1.8
CCCN(CC(=O)Nc1ccccc1C)C(=O)c1ccc2ccccc2n1	-5	5	i	-1	i	-8	4	-1	-23	-10
Cc1ccc(N=Nc2c(O)n(CN3CCOCC3)c3ccccc23)cc1	5	-8	i	-1	i	-4	-5	2	-19	0.2
COc1ccc(NC(=O)CSCC(=O)Nc2nnc(C3CC3)s2)cc1	1	0	i	0	i	-6	1	-2	-1	0.0
COC(=O)C(=Nc1ccccc1)/C(C(=O)C(=O)N(C)c1ccccc1)=C(\O)c1ccc(Cl)cc1	0	8	i	2	i	-3	-1	-2	14	-0.9
COc1ccc(/C=N/Nc2nc(-c3cccc(S(=O)(=O)N4CCCC4)c3)cs2)cc1OC	0	12	i	1	i	-4	-18	1	7	0.3
Cc1cc(NCc2ccccc2)nc(-c2ccccc2O)n1	-1	1	/	-5	i	-5	1	3	1	4.3
Cc1ccc(CN2CCN(/N=C/C=C/c3ccccc3[N+](=O)[O-])CC2)cc1	2	0	i	-1	i	3	-4	0	-14	0.8
CCOC(=O)C1(CCOc2ccccc2)CCN(Cc2cc(OC)cc(OC)c2)CC1	-2	-3	i	-2	i	-6	4	4	4	-0.3
O=C(CSC1=NCCS1)N1CCCCCC1	-1	2	i	-1	i	12	3	-2	1	0.0
CC(=O)c1ccc(Oc2ccc(C(=O)c3ccc(C)c(C)c3)cc2[N+](=O)[O-])cc1	1	-1	i	-3	i	-15	1	-3	-8	4.1
O=C(Nc1ccccc1)N1CCCC1c1cccs1 (centres undefined)	-2	-5	i	1	i	-11	0	-3	5	-0.1

# 2 entries from above, with values ahead of the structure.
STEP block | NadD inh | Neddyl block | Rin1 Abl inh | Rpn11 block | Scp1 inh | DNMT1 block | CSN deneddyl inh | SUMO1-SIM PPI | LMPTP inh | mol
-1 | 1 | / | -5 | i | -5 | 1 | 3 | 1 | 4.3 | Cc1cc(NCc2ccccc2)nc(-c2ccccc2O)n1
0 | 8 | i | 2 | i | -3 | -1 | -2 | 14 | -0.9 | COC(=O)C(=Nc1ccccc1)/C(C(=O)C(=O)N(C)c1ccccc1)=C(\O)c1ccc(Cl)cc1

# Continued:
SMILES	STEP block	NadD inh	Neddyl block	Rin1 Abl inh	Rpn11 block	Scp1 inh	DNMT1 block	CSN deneddyl inh	SUMO1-SIM PPI	LMPTP inh
CC(=O)n1cc(N(C(=O)CCl)c2ccc(C)cc2)c2ccccc21	1	1	i	-6	i	38	16	8	-5	0.0
Cc1ccc(C(=O)C(C)OC(=O)c2ccc(Cl)nc2)cc1 (centres undefined)	0	-1	i	1	i	-2	2	1	1	-0.7
Cc1ccc(-c2nc(CS(=O)CC(=O)NC(C)CCc3ccccc3)c(C)o2)cc1 (centres undefined)	-3	0	i	2	i	-2	2	-2	1	1.0
CCCN1CCN(CC(=O)NCC(=O)Nc2cccc(C)c2C)CC1	0	-4	i	0	i	-7	0	2	-5	-0.6
NC(=O)NC(=O)COC(=O)CNS(=O)(=O)c1ccc(F)c(F)c1F	-1	-3	i	1	i	-1	3	3	6	-1.0
CN1CCN(C2CCN(S(=O)(=O)c3ccc(C(C)(C)C)cc3)CC2)CC1	-2	-5	i	7	i	-2	2	2	4	-0.5
CSC1=NNC(c2ccc(C(C)(C)C)cc2)=NN1	-3	-4	i	-1	i	-11	0	-2	3	0.7
Cc1cc(=O)[nH]c(SCc2cccc3cccnc23)n1	3	2	i	0	i	-6	-1	-5	-1	0.4
CCOC(=O)C1=C(c2ccccc2)NC(=S)NC1c1ccc(C)c([N+](=O)[O-])c1 (centres undefined)	-4	2	i	-3	i	-6	-5	7	-3	0.6
Cn1c(CSCc2ccc(F)cc2)nnc1SCC(=O)N1CCN(c2ccccc2)CC1	-6	0	i	2	i	6	-1	-6	3	0.4
COc1ccc(C(=O)NCCN2CCOCC2)cc1S(=O)(=O)Nc1ccc(C)cc1	1	1	i	2	i	-5	4	-3	2	-0.7
O=c1c2c(-c3ccc([N+](=O)[O-])cc3)csc2nc2n1CCCCC2	-1	-8	i	3	i	-4	-10	7	-21	0.0
CCOC(=O)C1(Cc2ccccc2Cl)CCN(C(=O)CCn2ccnc2C)CC1	0	8	i	-2	i	-5	0	-5	-2	0.5
CCC(C)(C)C1CCc2[nH]nc(C(=O)NCc3ccc(OC)cc3)c2C1 (centres undefined)	2	-8	i	5	i	0	29	0	3	-0.3
COCCCNC(=O)CN(c1cccc(Cl)c1)S(C)(=O)=O	0	0	i	1	i	-2	3	0	-1	-0.6
CC(C)=C1C2CCC1C1C(=O)N(c3nc(-c4ccc(C(C)C)cc4)c(C)s3)C(=O)C21 (centres undefined)	4	6	i	-7	i	-10	-1	6	3	5.7
O=C(NC(Cc1ccc(O)cc1)C(=O)N=Nc1c(O)[nH]c2ccccc12)c1ccccc1 (centres undefined)	0	2	i	-1	i	7	1	1	-29	-1.1
CC1CCCN(c2ccc(C(=O)Nc3ccc4c(c3)OCO4)cc2[N+](=O)[O-])C1 (centres undefined)	3	-6	i	-7	i	-5	-12	0	-10	4.3
O=C1NCCN(Cc2ccc(-c3ccccc3)cc2)C1CC(=O)N1CCN(CCO)CC1 (centres undefined)	0	4	i	4	i	-2	-2	-11	-1	0.7

# High-throughput results from PubChem BioAssay.
